# phage Ecoli inh: growth loss of phage-infected E. coli, primary screen, RecBCD inhibitor project, absorbance, with phage, HTS | AID 651602, 2012 | 360,000 tested, 0.26% active | inhibition, % at 11.9 µM; in the data active = inhibition above about 11%
# AddAB inh: growth inhibition of E. coli expressing H. pylori AddAB, primary screen, AddAB inhibitor project, absorbance; inhibition, % at 11.9 µM; 330,000 tested, 0.29% active; in the data active = inhibition above about 12%;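 note: 0% = vehicle wells of infected cells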
# PfHsp90 yeast 2: growth inhibition of PfHsp90-expressing yeast, primary screen, antimalarial PfHsp90 inhibitor project, S. cerevisiae, BacTiter-Glo luminescence, single point, set 2; BacTiter-Glo ATP, 48 h; yeast lacking PDR1 and PDR3 efflux regulators; inhibition, % at 9.4 µM; 310,000 tested, 0.32% active;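 active = every replicate shows inhibition above about 80%, whatever the replicate mean, limit read from the data; inconclusive = mean inhibition reaches the set limit but some replicate falls short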;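 note: 0% = DMSO neutral controls and 100% = 20 µM radicicol positive controls; yeast relying on Plasmodium falciparum Hsp90 in place of its own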
# Rtt109 HAT inh: inhibitors of C. albicans Rtt109/Vps75 HAT, primary screen, biochemical, ThioGlo CoA-SH fluorescence, plate reader; Histone acetyltransferase RTT109 (Candida albicans (strain SC5314 / ATCC MYA-2876)), …; AID 540336, 2011; inhibition, % at 34.9 µM; 330,000 tested, 0.16% active; purified Rtt109/Vps75, 4 h;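 active = inhibition of at least 50% in every replicate; inconclusive = best replicate reaches 50% inhibition but some replicates fall short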
# Target sequence (Q5AAJ8 whole entry, looked up): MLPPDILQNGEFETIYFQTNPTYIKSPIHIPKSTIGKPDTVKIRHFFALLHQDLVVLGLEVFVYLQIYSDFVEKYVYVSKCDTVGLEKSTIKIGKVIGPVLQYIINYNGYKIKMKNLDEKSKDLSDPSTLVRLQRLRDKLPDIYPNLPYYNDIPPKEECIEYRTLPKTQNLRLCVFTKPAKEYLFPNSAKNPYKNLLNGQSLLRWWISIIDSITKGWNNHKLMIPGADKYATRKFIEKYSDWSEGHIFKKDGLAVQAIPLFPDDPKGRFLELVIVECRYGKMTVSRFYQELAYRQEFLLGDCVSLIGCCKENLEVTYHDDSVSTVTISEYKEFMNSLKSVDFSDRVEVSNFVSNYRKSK
# DAGLB inh: DAGLB lipase inhibitors, primary screen, biochemical, fluorescence, HTS; Diacylglycerol lipase-beta (Homo sapiens), Q8NCG7; HEK293T DAGLB membrane lysate, EnzChek fluorogenic substrate; inhibition, % at 5.17 µM; 340,000 tested, 0.059% active; in the data active = inhibition above about 34%;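 note: 0% = enzyme with vehicle and 100% = wells lacking enzyme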
# Target sequence (Q8NCG7 whole entry, looked up): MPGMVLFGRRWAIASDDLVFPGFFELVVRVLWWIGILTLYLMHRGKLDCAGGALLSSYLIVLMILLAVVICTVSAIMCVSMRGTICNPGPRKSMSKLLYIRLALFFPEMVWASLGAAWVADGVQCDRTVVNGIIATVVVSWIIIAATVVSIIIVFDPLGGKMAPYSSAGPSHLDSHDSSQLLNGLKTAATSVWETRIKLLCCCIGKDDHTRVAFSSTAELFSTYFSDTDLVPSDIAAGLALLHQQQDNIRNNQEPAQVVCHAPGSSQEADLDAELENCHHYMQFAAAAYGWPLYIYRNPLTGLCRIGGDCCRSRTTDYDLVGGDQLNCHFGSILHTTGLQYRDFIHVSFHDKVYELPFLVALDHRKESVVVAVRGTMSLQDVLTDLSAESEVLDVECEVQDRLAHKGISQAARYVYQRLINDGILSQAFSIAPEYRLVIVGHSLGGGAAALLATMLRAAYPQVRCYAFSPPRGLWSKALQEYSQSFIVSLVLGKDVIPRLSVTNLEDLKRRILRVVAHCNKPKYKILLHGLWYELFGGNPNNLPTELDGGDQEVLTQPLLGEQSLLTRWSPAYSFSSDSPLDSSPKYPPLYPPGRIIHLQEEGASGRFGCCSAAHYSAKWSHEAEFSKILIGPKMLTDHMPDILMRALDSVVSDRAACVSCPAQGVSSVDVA
# E coli growth: E. coli V3065 growth inhibition, primary screen, counter-screen for AddAB inhibitor project, absorbance, OD600; 18 h; AID 449728, 2010; inhibition, % at 11.9 µM; 330,000 tested, 0.27% active;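 active = inhibition above the campaign's mean inhibition across all tested compounds plus 3 SD, cut at about 9.9% in these data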;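 note: uninfected addAB+ strain grown without phage in ampicillin broth; 0% = DMSO wells and 100% = ciprofloxacin 0.95 µg/ml wells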
# Tat export inh: E. coli Tat export inhibitors, primary screen, MC4100, TorA-mCherry reporter, fluorescence, single point; inhibition, % at 10 µM; 340,000 tested, 0.036% active; AID 488895, 2010;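 active = mean replicate inhibition at least 50% and at least half of replicates individually reaching 50%; inconclusive = only one of the two criteria met; inactive = neither criterion met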;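 note: exported cargo escapes ClpAP degradation while cytoplasmic cargo is degraded and loses fluorescence; 0% = median of neutral control wells and 100% = median of NaSCN control wells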
# CAL PDZ inh: CAL PDZ peptide-binding inhibitors, primary screen, biochemical, fluorescence polarization, Cer-tagged CAL PDZ, HTS | purified CAL PDZ, TMR-peptide fluorescence polarization, 1 h | 330,000 tested, 0.02% active | AID 504414, 2011 | inhibition, % at 20 µM;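 active = highest replicate inhibition of at least 40%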;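 note: plate controls were DMSO neutral control wells for no effect and unlabeled competitor peptide control wells for full effect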
#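 Test system: tagged CAL PDZ domain / Buffer or medium: sodium phosphate/NaCl buffer pH 7.4 with TCEP, IgG, Thesit / Reagent: TMR-labelled reporter peptide T*-PRC34 bound in PDZ groove / Compound dosing: single point, 20 µM / Schedule: 1 h incubation at room temperature before polarization reading / Technique: fluorescence polarization (mP) / Benchmarks: unlabelled peptide, DMSO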
# PvdQ acylase: P. aeruginosa PvdQ acylase inhibitors, primary screen, biochemical, fluorescence, plate reader and imaging, single point | PvdQ acylase [Pseudomonas aeruginosa LESB58] | inhibition, % at 10 µM | 340,000 tested, 0.063% active | purified PvdQ acylase; in the data active = inhibition above about 30%, passing the limit was not always enough; inconclusive = no clear call, values can overlap the other calls;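 note: 0% = vehicle neutral wells and 100% = reference inhibitor wells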
# Wnt bcat act: Wnt/beta-catenin pathway activators, primary screen, cell-based, plate reader, single point. AID 743398, 2014. activation, % at 9.35 µM. 300,000 tested, 1.2% active. Wnt/beta-catenin reporter cell assay, activator; in the data active = activation above about 30%, passing the limit was not always enough; inconclusive = no clear call, values can overlap the other calls;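 note: 0% = neutral control wells and 100% = positive control wells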
# Active calls of the source: *; u = inconclusive; x = no result given. Hits appear at their usual frequency. About 1.9% of those tested had a hit in this group.
# Values run as follows: phage Ecoli inh	AddAB inh	PfHsp90 yeast 2	Rtt109 HAT inh	DAGLB inh	E coli growth	Tat export inh	CAL PDZ inh	PvdQ acylase	Wnt bcat act
- COc1ccc(OCC(=O)NC(=S)NNC(=O)COc2ccc(Br)cc2Cl)cc1
→ 1.5	-0.2	-10	1	-3	-1.5	2	-0.6	-8	-2
- O=C(NNC(=O)[C@@H]1CCCC[C@@H]1C(=O)O)Nc1ccccc1
→ 2.7	4.3	9	14	-4	1.9	-2	-1.6	-14	x
- Cc1nc2c(C(=O)N3CCCCC3)cnn2c(C)c1Cc1ccccc1F
→ 2.3	1.6	17	-19	-4	-2.7	-9	0.8	-10	u
- O=C1N(c2ccccc2)C[C@@H]2C[C@@H](c3cc4ccccc4o3)N3CCC[C@@]123
→ 2.0	x	8	1	0	x	-14	x	42*	-8
- O=C1[C@@H]2[C@@H]3C[C@@H]([C@H]4ON=C(c5ccc(Cl)cc5)[C@@H]34)[C@@H]2C(=O)N1c1ccc2c(c1)OCO2
→ 4.1	4.2	-27	-3	-4	0.4	-5	-1.3	-4	0
- CC(Sc1ncnc2c1cnn2-c1ccccc1)C(=O)NCC1CCCO1 (stereo unspecified)
→ 0.1	1.6	-13	-2	-2	5.0	-1	-0.1	-12	2
- CC/C(=N\NC(=O)c1ccc2c(c1)OCO2)c1ccccc1
→ 0.6	x	26	-2	-1	x	-11	-1.1	-14	4
- COc1cc(-c2ccc3oc(-c4ccsc4)cc3c2)cc(OC)c1OC
→ 0.0	0.0	-18	0	0	0.1	-3	1.2	-5	-9
- Cc1ccccc1-c1nnc(SCC(=O)NC2CCS(=O)(=O)C2)n1C (stereo unspecified)
→ -0.5	1.9	-1	-3	0	0.8	-8	-0.5	-10	1
- O=C(O)CCn1c(Cc2ccccc2)nc2ccccc21
→ -0.6	-2.1	-5	-2	1	0.3	-2	-0.1	-13	0
- COc1ccccc1N(CC(=O)Nc1ccccc1C(F)(F)F)S(=O)(=O)c1cccs1
→ 0.1	-0.2	x	4	-4	1.1	2	0.3	-10	-3
- Cc1cccc(N=Nc2c(C)nn(-c3ccccc3)c2N)c1C
→ 1.1	4.1	-20	2	-8	1.4	5	0.0	-2	9
- NC(=O)c1ccsc1NC(=O)COC(=O)c1ccc(Cl)nc1
→ 1.9	1.7	-5	25	3	0.3	-6	-4.1	10	0
- CNC(C)c1ccc(S(N)(=O)=O)cc1 (stereo unspecified)
→ 3.4	2.5	-2	-2	-2	1.7	-3	0.4	-6	-1
- CCCCOCCCNC(=O)c1ccc(NC(C)=O)cc1
→ 1.5	1.5	3	-4	1	-0.1	5	-0.2	7	x
- Cn1c(O)c(N=NC(=O)CNC(=O)c2cccnc2)c2ccccc21
→ 2.1	3.7	-93	-1	1	-0.8	-11	0.0	-13	0
- O=C(NNc1cccc(Cl)n1)c1ccc(Cl)cc1Cl
→ 2.0	1.0	-5	1	0	2.3	4	-0.6	-15	x
- O=C(NCc1ccc(F)cc1)C1CCN(C(=O)NCc2ccccc2)CC1
→ 3.3	1.9	20	-11	1	1.0	1	0.1	-5	-1
- CC(C)N(C)S(=O)(=O)c1ccc(NC(=O)CSC(=S)N2CCCC2)cc1
→ 1.3	-1.9	4	13	-1	-0.6	7	-3.1	-9	-2
- CC1(C)CC(OC(=O)c2ccccc2)CC(C)(C)N1
→ 2.3	1.8	-10	-4	-2	0.9	-7	0.4	-5	x
- c1ccc(-c2nnc(N3CCOCC3)nc2-c2ccccc2)cc1
→ 2.8	1.6	x	7	-4	-0.7	10	x	-14	0
- O=C(CCCCCCCC(=O)NNC(=O)Nc1ccccc1)NNC(=O)Nc1ccccc1
→ 2.6	0.5	-1	-3	-1	-0.2	-8	-0.4	3	0
- Cn1c(CN2CCC(C(N)=O)CC2)c(C#N)c2ccccc21
→ 2.5	1.0	-5	3	-1	0.0	5	-2.1	-2	-4
- Cc1ccc(C)c(N(C(=O)c2snc(C(N)=O)c2N)C(C(=O)NCC2CCCO2)c2ccc(C)o2)c1 (stereo unspecified)
→ 2.2	4.2	1	-10	0	0.9	7	-0.4	-10	0
- CCC(=O)Nc1nnc(-c2ccco2)o1
→ 1.4	1.2	-10	10	2	1.5	-5	-0.1	-6	-1
- Cc1csc(CNC(=O)c2cc(COc3c(C)cccc3C)on2)n1
→ 2.3	1.5	-10	-3	-4	-1.4	-2	-1.3	-13	2
- Cc1cc(C(=O)CSc2nnnn2C)c(C)n1Cc1ccco1
→ -0.6	0.9	-29	-5	1	0.3	-3	-1.3	-8	26
- CC1=NN(S(=O)(=O)c2ccc(Cl)cc2Cl)C(=O)c2ccccc2O1
→ 1.7	4.2	9	-2	-2	0.2	5	-2.6	0	-5
- COC(=O)c1ccc(C(=O)Nc2nc3cc(N)c(C)cc3s2)cc1
→ 2.4	-1.9	-38	0	3	0.6	-6	x	-20	0
- CC(C)CCN1CN(S(=O)(=O)c2cccs2)c2nc3ccccc3nc21
→ 3.4	-1.1	38	11	5	0.3	1	-0.8	12	x

# Grouped by structure, the compounds so far containing fluorine.
# Values run as follows: phage Ecoli inh	AddAB inh	PfHsp90 yeast 2	Rtt109 HAT inh	DAGLB inh	E coli growth	Tat export inh	CAL PDZ inh	PvdQ acylase	Wnt bcat act
- Cc1nc2c(C(=O)N3CCCCC3)cnn2c(C)c1Cc1ccccc1F
→ 2.3	1.6	17	-19	-4	-2.7	-9	0.8	-10	u
- COc1ccccc1N(CC(=O)Nc1ccccc1C(F)(F)F)S(=O)(=O)c1cccs1
→ 0.1	-0.2	x	4	-4	1.1	2	0.3	-10	-3
- O=C(NCc1ccc(F)cc1)C1CCN(C(=O)NCc2ccccc2)CC1
→ 3.3	1.9	20	-11	1	1.0	1	0.1	-5	-1

# The list goes on.
# Values run as follows: phage Ecoli inh	AddAB inh	PfHsp90 yeast 2	Rtt109 HAT inh	DAGLB inh	E coli growth	Tat export inh	CAL PDZ inh	PvdQ acylase	Wnt bcat act
- O=C(c1cccc(C(F)(F)F)c1)N1CCC(O)(CS(=O)(=O)Cc2ccccc2Cl)CC1
→ 0.2	-2.6	6	0	-1	-2.8	-6	-0.2	4	-6
- COc1ccc(S(=O)(=O)N2CCOC2CNC(=O)C(=O)NCCc2ccccc2OC)cc1 (stereo unspecified)
→ 2.5	-2.1	1	-6	-1	-0.9	3	-0.5	-2	-3
- CC1=CC(C)(C)N(C(=O)CSc2nnc(C)s2)c2ccc(C)cc21
→ -0.5	-1.1	3	4	-2	0.9	-3	-0.4	-9	-1
- COCC(=O)N(Cc1cc2cc(C)ccc2[nH]c1=O)c1ccccc1
→ 1.2	3.3	15	-8	3	0.3	14	-0.2	-3	-2
- CCOC(=O)c1c(NC(=O)C2COc3ccccc3O2)sc(C)c1C (stereo unspecified)
→ 0.9	2.4	-26	12	-4	0.8	-3	-3.0	6	x
- C=C(C)c1cccc(C(C)(C)NC(=O)N2CCCC2)c1
→ 1.0	-2.0	8	-2	-3	-1.4	6	-0.2	-4	x
- CC1CCCCC1NC(=O)C1CCN(S(=O)(=O)c2ccc(-n3cnnn3)cc2)CC1 (stereo unspecified)
→ 2.6	10	-19	2	0	38*	6	x	3	x
- Cc1ccc(OCC(=O)Nc2cc(S(=O)(=O)N3CCCCC3)ccc2N2CCN(C)CC2)c(C)c1
→ -0.5	0.4	x	8	-1	-0.7	14	-0.9	-26	-3
- Cc1cc(Br)cc(Br)c1OCC(=O)NNC(=O)CCC(=O)NCc1ccccc1
→ -0.9	x	-34	-8	0	x	-8	-1.6	-25	-1
- Cc1ccc(NC(=O)CN2C(=O)S/C(=C\c3cc(C)n(C)c3C)C2=O)cc1
→ 0.2	0.1	-17	-4	8	-3.4	11	-3.3	11	x
- O=C(O)c1nn2c(C(F)(F)F)cc(-c3cccs3)nc2c1Cl
→ -2.2	3.1	-23	-42	1	-0.2	-3	-1.1	-4	-1
- CC(=O)Nc1ccc2ccccc2c1[N+](=O)[O-]
→ 0.5	x	5	0	0	x	9	-2.0	-8	5
- O=C(O)c1ccc(/C=N/NC(=S)NCCN2CCOCC2)cc1
→ 0.3	-2.0	-5	1	-2	-1.1	-8	-1.2	16	-3
- Cc1ccc(S(=O)(=O)Nc2ccc(N3CCOCC3)nc2)cc1
→ 0.7	1.6	-4	6	-1	0.8	-3	-1.1	12	-19
- Nc1cccc2c1C(=O)N(CCOc1ccc(F)cc1)C2=O
→ -0.2	1.6	-26	-1	-3	-0.1	-4	-3.4	10	26
- O=c1[nH]c2ccc(NC(=S)NCCc3ccccc3)cc2[nH]1
→ 0.9	2.5	-12	6	2	3.3	-6	1.1	-14	1
- COc1ccc(CCNC(=O)C(=O)NCCCN2CCOCC2)cc1
→ 3.5	-0.7	11	4	1	-0.3	11	-2.9	-8	0
- COc1ccc(-n2c(=O)c3c(C)c(C)sc3n(Cc3ccc(F)cc3)c2=O)c(OC)c1
→ 1.2	0.2	-4	0	-6	1.8	5	-1.9	-5	0
- Cc1ccccc1NC(=S)N1CCN(c2ccccc2Cl)CC1
→ 2.9	2.0	-30	-7	-8	-0.7	0	x	-9	1
- COc1ccc(S(=O)(=O)NCC2CCCN(C(=O)CSC)C2)cc1 (stereo unspecified)
→ 1.5	2.5	-8	6	2	-0.9	3	x	-18	-2
- O=C(c1ccco1)N1CCCC(c2ccccc2)C1 (stereo unspecified)
→ 2.0	0.4	-19	2	2	-1.7	5	-1.1	-13	2
- COc1cc2cnc(-c3ccccc3F)cc2cc1OC
→ 3.2	3.0	6	16	-7	1.6	1	-3.5	3	4
- CSC1=N/C(=C\c2ccc3c(c2)OCO3)C(=O)S1
→ 2.3	0.6	x	-2	0	2.0	-10	-0.4	-13	x
- CCCn1nc(NS(=O)(=O)c2cccc3nonc23)c2cc3cccc(C)c3nc21
→ -1.3	4.4	-1	25	26	0.0	1	-2.6	-6	2
- Cc1cc(OCC(=O)OCC(=O)N2CCc3ccccc3C2)ccc1Cl
→ 0.2	2.6	11	-1	-7	-0.2	-3	-0.6	-7	3
- Cc1nc(CCNC(=O)Cc2ccccc2)cs1
→ 2.7	-4.7	-1	6	1	-1.9	3	-1.2	-9	x

# With a hit mark in PvdQ acylase, of those listed so far:
Molecule	phage Ecoli inh	Rtt109 HAT inh	DAGLB inh	Tat export inh	CAL PDZ inh	PvdQ acylase	Wnt bcat act
O=C1N(c2ccccc2)C[C@@H]2C[C@@H](c3cc4ccccc4o3)N3CCC[C@@]123	2.0	1	0	-14	x	42*	-8
